Neddylation inh: inhibitors of human cullin neddylation | TR-FRET cullin neddylation, biochemical | calls only at 25 µM | 360,000 tested, 0.58% active | AID 651699; in the data active = inhibition above about 36%
MsrA act: bovine methionine sulfoxide reductase A activation; purified bovine MsrA, absorbance read-out; activation, % at 10.6 µM; 360,000 tested, 0.3% active; AID 602163; in the data active = activation above about 7.5%;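 also: 0% = vehicle and 100% = reference activator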
Rin1-Abl PPI inh: blocks binding of human Rin1 to Abl | 360,000 tested, 0.4% active | AID 588664 | inhibition, % at 7.35 µM | TR-FRET Rin1/Abl binding, biochemical | P00519+Q13671; in the data active = inhibition above about 5%, passing the limit was not always enough
FAS TE block: inhibitors of human fatty acid synthase thioesterase domain | recombinant FAS-TE, OMFH fluorogenic substrate, fluorescence endpoint | inhibition, % at 15 µM | 360,000 tested, 0.67% active;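 active = compounds whose normalised, plate-corrected inhibition of enzyme fluorescence in the single-dose primary screen is 50% or more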;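 also: 0% = DMSO with enzyme and 100% = substrate without enzyme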
MT1-MMP act inh: blocks activation of human MT1-MMP. AID 651647. HT1080 RFP-PRO-GFP cells, GFP/RFP ratio fluorescence, overnight; percent of plate control window, DMSO zero. P50281. 360,000 tested, 0.061% active. GFP/RFP ratio change, % at 20 µM;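 active = GFP/RFP ratio change of at least 30% with cell ATP level not reduced by more than half and red fluorescence within 50% of control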; also: strong numbers were not always called active
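Compound: 20 µM single dose, 1% DMSO / System: HT1080 RFP-PRO-GFP cells / Controls: DMSO and RFP-L50D-GFP cell wells / Read-out basis: GFP/RFP fluorescence ratio / Schedule: overnight compound exposure at 37 °C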
NRP1-CendR mod: alters CendR peptide binding to human NRP-1. FAM-RPARPAR peptide binding to NRP-1, fluorescence polarization. AID 602438. O14786. inhibition, % at 25 µM. 360,000 tested, 0.85% active;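 active = inhibition or corrected inhibition above about 18%, plus a signal ratio from 0.5 to 1.5, limit read from the data, passing the limit was not always enough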; also: strong numbers were not always called active
SKN-1 block: blocks SKN-1 activity in C. elegans; C. elegans VP596 Pgst-4::GFP/RFP ratio, acrylamide-induced, 24 h; inhibition, % at 21.8 µM; 360,000 tested, 0.49% active;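 active = interference check ratio from 0.5 to 1.5 plus GFP to RFP signal ratio inhibition reaching or exceeding a fixed threshold, cut at about 30% in these data, passing the limit was not always enough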; also: some compounds called inactive have numbers as strong as hits
PABP1 MLLE inh: inhibitors of microRNA-mediated deadenylation, human PABP1 MLLE binding. 360,000 tested, 0.36% active. inhibition, % at 20 µM. GST-MLLE / FITC-PAM2 fluorescence polarization. AID 588489; in the data active = inhibition above about 35%, passing the limit was not always enough;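 also: plate controls were DMSO wells with GST-MLLE for no effect and wells lacking GST-MLLE protein for full effect; some results filed as inactive read as strong as hits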
Target sequence (P11940 whole entry, looked up): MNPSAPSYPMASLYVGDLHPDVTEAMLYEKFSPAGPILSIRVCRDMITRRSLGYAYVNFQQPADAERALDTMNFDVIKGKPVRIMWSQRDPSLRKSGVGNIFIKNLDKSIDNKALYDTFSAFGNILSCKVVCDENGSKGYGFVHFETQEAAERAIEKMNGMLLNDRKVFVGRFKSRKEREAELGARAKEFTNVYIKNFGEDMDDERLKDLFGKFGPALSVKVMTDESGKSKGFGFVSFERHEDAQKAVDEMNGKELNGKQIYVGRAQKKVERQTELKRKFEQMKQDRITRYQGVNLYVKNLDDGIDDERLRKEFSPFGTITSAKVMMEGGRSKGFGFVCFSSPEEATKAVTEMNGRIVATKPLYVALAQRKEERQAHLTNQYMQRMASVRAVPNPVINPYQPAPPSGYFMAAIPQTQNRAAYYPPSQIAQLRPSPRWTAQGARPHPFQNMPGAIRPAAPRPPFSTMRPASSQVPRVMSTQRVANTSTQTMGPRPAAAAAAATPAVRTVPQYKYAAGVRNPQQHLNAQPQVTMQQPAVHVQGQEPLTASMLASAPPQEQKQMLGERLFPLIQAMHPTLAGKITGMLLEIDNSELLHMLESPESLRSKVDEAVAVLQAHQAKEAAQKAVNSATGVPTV
E coli Lon inh: E. coli protease La inhibition. inhibition, % at 7.94 µM. 360,000 tested, 0.42% active. purified E. coli Lon protease, fluorescence polarization; in the data active = inhibition above about 13%, passing the limit was not always enough;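 also: 0% = enzyme with probe and DMSO and 100% = no enzyme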
The depositor's hits bear a star; i = inactive; / = not tested or not shown.

SMILES | Neddylation inh | MsrA act | Rin1-Abl PPI inh | FAS TE block | MT1-MMP act inh | NRP1-CendR mod | SKN-1 block | PABP1 MLLE inh | E coli Lon inh
CCc1ccccc1NC(=O)N1CCC(NC(=O)C(Cc2ccccc2)NC(C)=O)CC1 (configuration not stated) | i | -2 | -2 | -4 | -1 | -5 | -3 | 9 | 2
COc1ccccc1N(CC(=O)Nc1ccc(C(F)(F)F)cc1)S(C)(=O)=O | i | -2 | 6 | 1 | 3 | 9 | 19 | 1 | 0
O=C(CSc1n[nH]c(=O)[nH]c1=O)Nc1cccc(S(=O)(=O)N2CCOCC2)c1 | i | -4 | 4 | -7 | 0 | -40 | 4 | 0 | 7
Cc1ccc(NC(=O)COc2cccc3ccccc23)c(O)c1 | i | -9 | -1 | -3 | 2 | -6 | -12 | -3 | -4
CCOC(=O)c1c(C)nn(-c2ccc(NC(=O)/C=C/C(=O)O)cc2)c1C | i | -1 | 1 | -1 | 2 | -6 | 21 | 13 | -2
CCc1ccc(/C(C)=N/NC(=O)CNC(=O)/C=C/c2ccco2)cc1 | i | -10 | -3 | 1 | / | -47 | -13 | -12 | -8
Nc1nnc(/C=C/c2cccc([N+](=O)[O-])c2)s1 | i | -8 | -6 | 5 | 2 | 9 | 9 | 13 | 5
COc1ccc(CCNC(=O)C2CC3Cn4c(nc5ccccc54)C3N2Cc2ccccc2)cc1 (configuration not stated) | i | 2 | 0 | 2 | 2 | -4 | -2 | 6 | -1
CC(C)(C)C1CCC(=NOC(=O)c2ccc(F)cc2)CC1 (configuration not stated) | i | -4 | -2 | 26 | 2 | 4 | 19 | -7 | 9
Cc1cc2c(c(Sc3ccccc3)n1)C(=O)OC2 | i | -6 | -2 | 9 | 3 | -3 | 6 | 2 | -1
C=CCNc1ncnc2c1ncn2[C@H]1CN(CCOC)C[C@@H](CO)O1 | i | -3 | 0 | -10 | 4 | 2 | 12 | 10 | -6
N#C/C(=C\c1ccc(F)cc1)c1nc(-c2ccco2)cs1 | i | -5 | -3 | 42 | 3 | -39 | 60* | -48 | -48
COc1ccc(Nc2cc(C)c3cc([N+](=O)[O-])ccc3n2)cc1 | i | -6 | -2 | 16 | -5 | -26 | 10 | -31 | -29
Cc1sc2ncnc(Sc3ccccc3C(=O)Nc3ccccc3Cl)c2c1C | i | -5 | -2 | 30 | 0 | -5 | 2 | -3 | -4
O=C(O)C(c1ccccc1)N1C(=O)c2cccc3cccc(c23)C1=O (configuration not stated) | i | -1 | -1 | -5 | 3 | -6 | 2 | 2 | -8
O=C(Nc1cc2c(cc1Cl)OCCO2)c1ccco1 | i | -7 | 4 | -10 | -313 | 11 | -18 | 9 | -9
Cc1noc(C)c1/C=N/Nc1ccccn1 | i | 0 | -6 | -1 | -1 | 7 | 7 | 15 | -5
Nc1ncc(Br)cc1S(=O)(=O)NCCC(=O)NCCc1ccccc1 | i | 0 | -2 | 1 | -5 | 12 | 8 | -12 | -8
Cc1oc2nc(SCC(=O)NCc3cccnc3)nc(N)c2c1C | i | -1 | 0 | -3 | 0 | 2 | 1 | 5 | 0
COc1cccc(/C=C2\SC(=O)NC2=O)c1OCc1ccc(C(=O)O)cc1 | i | -11 | -3 | -7 | -4 | -39 | -6 | -8 | -5
O=C1NCCn2nc3ccccc3c21 | i | -3 | -1 | -6 | 3 | 9 | 13 | 0 | 1
CCOC(=O)c1ccc2c(c1)C(=O)N(C1CCCCC1)C2=O | i | -1 | 3 | 13 | -1 | 1 | 5 | -2 | 16
COc1ccc(-c2[nH]ncc2CN2CCC(OCc3cccnc3)CC2)c(F)c1 | i | -10 | -1 | -6 | 1 | -6 | 5 | -7 | -1
O=C1OC(N2CCN(Cc3ccccc3)CC2)c2ccccc21 (configuration not stated) | i | 4 | 2 | -12 | -3 | 0 | -24 | 1 | 0
Cc1ccccc1C(=O)Nc1ccccc1-n1cccc1 | i | -2 | 4 | -5 | 2 | 1 | 10 | -3 | -6
CC(=O)c1cccc(NC(=S)NC(=O)c2ccc(Cl)cc2)c1 | i | 3 | 0 | -3 | 4 | 8 | 2 | 31 | -5
NC(Cc1ccc(F)cc1)c1csc(Nc2ccc(C(=O)c3ccccc3)cc2)n1 (configuration not stated) | / | -2 | -11 | -27 | -16 | 4 | -1 | -10 | 0
Cc1cccc(NC(=O)/C=C/c2ccc3c(c2)OCO3)n1 | i | -13 | -1 | -4 | 0 | -11 | -3 | -4 | 3
COCCn1c(=NC(=O)CCS(=O)(=O)c2ccccc2)sc2c(OC)ccc(OC)c21 | i | -4 | -115 | 3 | -4 | -13 | 16 | -9 | -16
COc1ccc(NC(=O)CN(C)C(=O)C23CC4CC(CC(C4)C2)C3)cc1 | i | -4 | 2 | 4 | 0 | 9 | 3 | 10 | 10
COc1ccc(C)cc1NC(=O)CC1COc2ccccc2O1 (configuration not stated) | i | -1 | 9 | 13 | -3 | 0 | -5 | 6 | 4
NC(=O)c1ccc(NC(=O)CN2CCN(S(=O)(=O)c3ccc4ccccc4c3)CC2)cc1 | i | 1 | 3 | 6 | -4 | 1 | -26 | 0 | 0
O=C(c1cc2cc(F)ccc2[nH]1)N1CCc2ccccc21 | i | -2 | -3 | 3 | 2 | -7 | 19 | -6 | 0
CCOc1ccc(N2CC(C(=O)Nc3ccc4c(c3)OCCO4)CC2=O)cc1 (configuration not stated) | i | -4 | 0 | -4 | -2 | 0 | -7 | -1 | 6
Cc1cccc2nc3c(nc12)CCCC3 | i | -1 | 1 | -5 | 2 | 4 | 13 | 5 | 4
O=c1c(-c2ccco2)[n+]([O-])c2ccccc2n1OCc1c(F)cccc1F | i | -8 | 0 | -4 | -3 | -12 | -7 | -1 | -2
COc1ccc(S(=O)(=O)N2CCCC(C(=O)NCC3CCCO3)C2)cc1C (configuration not stated) | i | -1 | 1 | -3 | -2 | 16 | 9 | -6 | -5
Cc1c(C=O)n(C)n(-c2ccccc2)c1=O | i | 0 | 2 | -6 | 3 | 5 | 2 | -11 | 3
CCC(=O)N1CCC1(C)C(=O)Nc1cc(OC)ccc1OC (configuration not stated) | i | -1 | 2 | -7 | -2 | -10 | 14 | -9 | -10
CCc1nc(SCC(=O)NCCc2ccc(OC)c(OC)c2)c2c(=O)n(C)c(=O)n(C)c2n1 | i | -5 | 10* | -5 | -3 | -12 | -7 | 3 | 1
CCN(CC)c1ccc2c(C)c(-c3ccc(N)cc3)c(=O)oc2c1 | / | 2 | -2 | 15 | -2 | 14 | 0 | -10 | -6
N#Cc1nc(COc2ccccc2)oc1NCCN1CCOCC1 | i | -5 | 2 | -8 | -3 | 1 | -16 | 12 | -2
O=c1ccc(-c2ccc(S(=O)(=O)N3CCN(c4ccccc4)CC3)o2)n[nH]1 | i | -2 | -3 | -5 | 0 | 4 | 1 | -18 | -8
COc1ccc(-n2ncc3c2CC(C)(C)CC3NC(=O)Cc2nonc2C)cc1 (configuration not stated) | i | -10 | -1 | -1 | 2 | 6 | -15 | 1 | 1
Cc1ccc(C(O)c2ncc(-c3cccc(C(F)(F)F)c3)[nH]2)cc1 (configuration not stated) | i | 3 | 2 | 10 | 6 | 10 | 4 | 2 | 15*
C=CCn1c(NC(=O)c2ccc(Br)o2)c(S(=O)(=O)c2ccccc2)c2nc3ccccc3nc21 | i | -3 | -5 | -10 | -30 | -66 | 0 | -43 | 6
CCNC(=S)Nc1ccc(OCc2nc3ccccc3s2)cc1 | i | -1 | 1 | 0 | 1 | -42 | 5 | 14 | 3
Cc1ccc(NC(=S)NCc2ccccn2)cc1 | i | 0 | -2 | -6 | -1 | -6 | 7 | -60 | 0
COC(=O)[C@@H](NCc1cccc(CN([C@H](C(=O)OC)C(C)C)S(C)(=O)=O)c1)C(C)C | i | -5 | 0 | -12 | -4 | -2 | -4 | 4 | 6
CCOCCc1nnc(NC(=O)CS(=O)(=O)Cc2ccccc2)s1 | i | -3 | 2 | -3 | 3 | -1 | -1 | -14 | -9
COc1cc(OC)cc(C(=O)Nc2ccc(N3CCOCC3)cc2N2CCOCC2)c1 | i | -1 | 0 | -4 | -5 | 6 | -6 | -15 | 4
Cc1cccc(N2CCN(C(=O)CCN3C(=S)NC(C)(C)CC3C)CC2)c1C (configuration not stated) | i | -2 | -3 | -6 | 2 | -9 | -5 | -87 | -7
COc1ccc(Oc2coc3cc(OC(=O)c4cccs4)ccc3c2=O)cc1 | i | -5 | -1 | 17 | -3 | 4 | 2 | -1 | 6
COCCNC(=O)c1onc(CSc2cc(C)ccc2C)c1C(=O)O | i | -2 | -1 | -6 | 1 | 13 | -4 | -8 | -10
O=C(c1cnn2c(C(F)(F)F)cc(-c3ccc4c(c3)OCO4)nc12)N1CCCC1 | i | -1 | -1 | 2 | 0 | 12 | 8 | 1 | 2
CCC1(C(=O)O)NC(c2cc(OC)ccc2O)C2C(=O)N(Cc3ccccc3)C(=O)C21 (configuration not stated) | i | -2 | -1 | -5 | -2 | 4 | 4 | -9 | 6
O=C(Nc1ccccc1)c1cc2ccccc2s1 | i | -2 | -3 | 13 | -1 | -6 | 11 | 8 | -7
CCCCCC1CC(CC(=O)Nc2ccc([N+](=O)[O-])cc2)C(=O)O1 (configuration not stated) | i | -4 | -1 | 54* | 4 | 17 | 14 | 0 | 6
Cc1cc(C)c(C(=O)N(C)C2CCCN(Cc3ccccc3F)C2)o1 (configuration not stated) | i | -5 | 4 | -2 | -4 | 1 | 0 | 0 | -12
COc1ccc(S(=O)(=O)N(C)C[C@H]2Oc3ccc(NC(=O)Nc4ccc(C(F)(F)F)cc4)cc3C(=O)N([C@H](C)CO)C[C@@H]2C)cc1 | i | 0 | 4 | 35 | 9 | 4 | 13 | -10 | -6

Pulled one by one from the list above:
SMILES | Neddylation inh | MsrA act | Rin1-Abl PPI inh | FAS TE block | MT1-MMP act inh | NRP1-CendR mod | SKN-1 block | PABP1 MLLE inh | E coli Lon inh
COC(=O)[C@@H](NCc1cccc(CN([C@H](C(=O)OC)C(C)C)S(C)(=O)=O)c1)C(C)C | i | -5 | 0 | -12 | -4 | -2 | -4 | 4 | 6
CCC1(C(=O)O)NC(c2cc(OC)ccc2O)C2C(=O)N(Cc3ccccc3)C(=O)C21 (configuration not stated) | i | -2 | -1 | -5 | -2 | 4 | 4 | -9 | 6

Of the compounds above, 8 contain a furan ring, fused or not:
SMILES | Neddylation inh | MsrA act | Rin1-Abl PPI inh | FAS TE block | MT1-MMP act inh | NRP1-CendR mod | SKN-1 block | PABP1 MLLE inh | E coli Lon inh
CCc1ccc(/C(C)=N/NC(=O)CNC(=O)/C=C/c2ccco2)cc1 | i | -10 | -3 | 1 | / | -47 | -13 | -12 | -8
N#C/C(=C\c1ccc(F)cc1)c1nc(-c2ccco2)cs1 | i | -5 | -3 | 42 | 3 | -39 | 60* | -48 | -48
O=C(Nc1cc2c(cc1Cl)OCCO2)c1ccco1 | i | -7 | 4 | -10 | -313 | 11 | -18 | 9 | -9
Cc1oc2nc(SCC(=O)NCc3cccnc3)nc(N)c2c1C | i | -1 | 0 | -3 | 0 | 2 | 1 | 5 | 0
O=c1c(-c2ccco2)[n+]([O-])c2ccccc2n1OCc1c(F)cccc1F | i | -8 | 0 | -4 | -3 | -12 | -7 | -1 | -2
O=c1ccc(-c2ccc(S(=O)(=O)N3CCN(c4ccccc4)CC3)o2)n[nH]1 | i | -2 | -3 | -5 | 0 | 4 | 1 | -18 | -8
C=CCn1c(NC(=O)c2ccc(Br)o2)c(S(=O)(=O)c2ccccc2)c2nc3ccccc3nc21 | i | -3 | -5 | -10 | -30 | -66 | 0 | -43 | 6
Cc1cc(C)c(C(=O)N(C)C2CCCN(Cc3ccccc3F)C2)o1 (configuration not stated) | i | -5 | 4 | -2 | -4 | 1 | 0 | 0 | -12

Source: PubChem BioAssay (several laboratories)

No enrichment for hits, and some 4% of all compounds hit somewhere here.
